SENP1 FRET inh = human SENP1 catalytic domain inhibitors, primary screen, biochemical, FRET, uHTS | AID 624204, 2012 | 360,000 compounds, 0.21% hits | recombinant SENP1 catalytic domain, CyPet-SUMO1-YPet FRET cleavage | inhibition, % at 10 µM;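 active = inhibition at least 30% at 10 µM, raw YFP signal under a set limit, fluorescence ratio 0.5 to 1.5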;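 also: 0% = enzyme with DMSO and 100% = no enzyme wells; some results filed as inactive read as strong as hits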
Target sequence (Q9P0U3 419-644 limits assumed): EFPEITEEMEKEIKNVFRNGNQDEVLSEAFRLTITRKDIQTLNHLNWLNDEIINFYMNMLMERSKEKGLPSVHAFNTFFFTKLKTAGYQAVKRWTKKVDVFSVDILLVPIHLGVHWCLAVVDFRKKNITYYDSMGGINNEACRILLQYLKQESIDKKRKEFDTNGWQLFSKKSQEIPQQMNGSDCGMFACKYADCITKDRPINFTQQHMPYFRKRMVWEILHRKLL
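Assay system – human recombinant His6-tagged SENP1 catalytic domain enzyme · Input – SENP1 enzyme, 20 pM final · Buffer or medium – Tris pH 8 buffer plus EDTA, NaCl, BME, BSA, NP40, catalase · Schedule – 50 min reaction at room temperature · Technique – FRET read of cyan and yellow fluorescence · Control set – no-enzyme wells low, DMSO-plus-enzyme wells high control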
Starred values were filed as active, the others as inactive. Some of the compounds tested; rates above refer to the full screens.

SMILES	SENP1 FRET inh
CC(C)Oc1ccc(CN2CCC2(C)C(=O)Nc2cnc3ccccc3c2)cc1 (stereo not given)	1.9
O=c1c(-c2cc3ccccc3[nH]2)nc2ccccc2n1C(CCc1ccccc1)c1nc2ccccc2[nH]1 (stereo not given)	-16.5
O=C(CCNS(=O)(=O)c1ccc(Br)s1)N1CCN(c2ccccc2)CC1	1.6
Cc1cccc(C)c1-n1nnnc1-c1nc2ccccc2[nH]c1=O	-24.8
Cc1cccc(C)c1NC(=O)C1c2ccccc2OCC(=O)N1Cc1cccnc1 (stereo not given)	-1.3
OC[C@@H]1CN(Cc2ccco2)C[C@H](n2cnc3c(NCc4ccncc4)ncnc32)O1	-0.6
Cc1cc(C)c2c(CN3CCCC3)cc(=O)oc2c1	-0.2
Cc1ccc(C(=O)OCC(=O)Nc2cc(Cl)ccc2C#N)o1	-0.8
N#CCCN(C(=O)Nc1ccccc1)C1CCCCC1	0.8
CCOC(=O)c1c(C)[nH]c(C2=NNC(=Nc3ccccc3)SC2)c1C	-14.4
COc1cccc(N2CCN(C(=O)c3cccc(NC(=O)C4=C(C)OCCS4)c3)CC2)c1	0.4
CCOC(=O)c1c(SC)n(-c2ccccc2)c(=S)n(-c2ccccc2)c1=O	2.4
CCCCCCCC1=NN(c2ccc(S(=O)(=O)O)cc2)C(=O)C1N=O (stereo not given)	0.8
CCN(CC)c1ccc(/C=N/NC(=O)Cc2cccs2)c(O)c1	-59.6
CC(=O)Nc1ccc(C(=O)N2CCCCC2c2cc(C(=O)NCc3cccnc3)no2)cc1 (stereo not given)	0.0
Oc1ccccc1/C=N/Nc1ccnc(SCc2ccccc2)n1	4.0
Cc1nc(N)[nH]c(=O)c1CCCNc1ccc(CCC2(CCl)OCCO2)cc1	-28.7
COc1ccc(CN2C(=O)CCC2(C)c2nnnn2-c2ccc3c(c2)OCCO3)cc1 (stereo not given)	2.2
CC1(C(=O)NS(=O)(=O)c2ccccc2C(F)(F)F)CCN1C(=O)CCC1CCCC1 (stereo not given)	1.9
Cc1cc(N2CCN(C(c3ccnc4ccccc34)c3nnnn3-c3c(C)cccc3C)CC2)c2ccccc2n1 (stereo not given)	-1.9
Cc1cc2c(cc1C)-c1nnnn1C(N1CCC(Cc3ccccc3)CC1)C(=O)N2 (stereo not given)	-0.6
NC(=O)COc1ccc2oc(-c3ccccc3)cc(=O)c2c1	-2.0
CCOC(=O)[C@]12CCC=C1N(Cc1ccc(Cl)cc1Cl)C(=O)[C@H](CC(=O)N1CCCCC1)C2	-1.6
CCOC(=O)Nc1cc(NC(=O)OCC)ncn1	-1.1
CCOC1=C2CN(S(=O)(=O)c3ccc(C)cc3)C(c3ccccc3)CC2N(S(=O)(=O)c2ccc(C)cc2)C(c2ccc(Br)cc2)C1 (stereo not given)	2.4
Cc1ccc2c(c1)C1CN(C)CCC1N2C(=O)Nc1ccc(Cl)cc1 (stereo not given)	-1.2
COc1ccc(NC(=O)Nc2cc(C)ccn2)cc1	1.5
COC(=O)[C@]12CCCCC=C1N(Cc1ccc(Cl)cc1Cl)C(=O)[C@H](CC(=O)NCc1ccc(OC)c(OC)c1)C2	0.8
CN(C)c1nc(NNC(=O)c2ccccc2)nc(N(C)C)n1	1.8
CCCCNC(=O)C1(C)CCCCN1C(=O)c1cc2ccccc2s1 (stereo not given)	-0.7
CC(C)(C)OC(=O)N(CCc1ccccc1)Cc1cccc(OCc2cccc(NC(=O)/C=C/c3ccccc3)c2)c1	-2.3
COc1ccccc1-c1cnc2c(c1)C(=O)N([C@@H](C)CO)C[C@H](C)[C@H](CN(C)C)O2	2.9
c1ccc(C2=NC(c3ccccc3)CC2)cc1 (stereo not given)	-3.5
NC(=O)c1ccccc1N/C=C/C(=O)c1ccc(Cl)cc1Cl	-66.3
CCOC(=O)C1=C(Cc2ccc(OC)cc2)C(=O)c2ccccc2C1=O	40.3*
ClC1=CN(C2=NCCC2)CC1	-10.8

Taken from above:
`COc1cccc(N2CCN(C(=O)c3cccc(NC(=O)C4=C(C)OCCS4)c3)CC2)c1` – SENP1 FRET inh: 0.4
`O=C(CCNS(=O)(=O)c1ccc(Br)s1)N1CCN(c2ccccc2)CC1` – SENP1 FRET inh: 1.6

(further entries)
SMILES	SENP1 FRET inh
CCC(C(=O)NCc1ccccc1)n1c(-c2ccc3c(c2)CCO3)nc2ccccc21 (stereo not given)	4.6
COc1cccc(N=CNc2cccc(OC)c2)c1	1.2
CCCCC(=O)N(C)c1c(CC)nc2c(OCc3ccc(C(F)(F)F)cc3)cccn12	-1.8
CCc1nc2ccc(C(=O)N(C)Cc3ccco3)cn2c1N(C)CCCc1ccccc1	-6.2
Clc1cccc(CNc2ccn3nc(-c4ccc(OCc5ccccc5)cc4)cc3n2)c1	-45.3
COCCNC(=S)Nc1ccc(N2CCOCC2)c(S(=O)(=O)Nc2ccc(Cl)cc2)c1	2.9
Cc1ccccc1S(=O)(=O)NC(=O)C1(C)CCN1C(=O)C1CCCCC1 (stereo not given)	0.4
C[C@@H]1CN([C@@H](C)CO)C(=O)CCCn2nncc2CO[C@@H]1CN(C)C(=O)Nc1ccccc1C(F)(F)F	-2.8
CSc1ccc(/C=N/Nc2cccc(C(=O)O)c2)cc1	-7.4
CCC(Sc1nc2ccsc2c(=O)n1Cc1ccc(C(=O)O)cc1)C(=O)Nc1cccc(OC)c1 (stereo not given)	2.2
CC(C)N1CCOC1c1ccccc1 (stereo not given)	2.1
CCOC(=O)[C@]12CCC=C1N(CCC1=CCCCC1)C(=O)[C@H](CC(=O)NCc1ccc(OC)c(OC)c1)C2	-1.4
CCC(=O)N1Cc2cc(C(=O)NCC(F)(F)F)nc(-c3cccc(-c4cncnc4)c3)c2[C@H]1CCO	3.0
CCCOc1c(Br)cc(C(=O)OCc2cc(=O)n3ccsc3n2)cc1OC	-0.4
Cc1ccc(S(=O)(=O)N2C3CC(c4ccccc4)N(S(=O)(=O)c4cccc(Cl)c4)CC3C(=O)C[C@H]2c2ccccc2)cc1 (stereo not given in full)	2.8
CC(C)C1C(=O)N(Cc2cn(CCC3OCCCO3)nn2)CCS(=O)(=O)N1Cc1ccc(-c2ccncc2)cc1 (stereo not given)	-2.9
COC(=O)c1ccc2nc(-c3cccc(Cl)c3)c(Cc3ccccc3)n2c1	-14.7
CN(C)CCN1CCN(C2CN(Cc3cn(Cc4ccc(F)cc4)nn3)S(=O)(=O)C2)CC1 (stereo not given)	-2.3
COC(=O)c1ccc2nc(-c3ccc(Cl)cc3)c(Cc3cccc(Cl)c3)n2c1	-36.2
Cc1cc(Br)cn2c(Cc3ccccc3)c(-c3ccc(C#N)cc3)nc12	7.0
C/C(=N/Nc1nc(-c2ccccc2)c(CC(=O)O)s1)c1ccccc1	-45.7
CC(=O)Nc1ccc2cnn(C(C)=O)c2c1	-2.5
O=C(NCc1ccncc1)[C@@H]1CCCN1C(=O)[C@H]1CCCN1C(=O)c1cccc(Cl)c1	2.6
CC1(c2ccc(F)cc2)OC(=O)c2c1ccc1ccccc21 (stereo not given)	-0.1
N#CCC(=O)Nc1ccc(C(=O)OCC(=O)Nc2cccc3ccccc23)cc1	-7.5
CCOc1ccc(NC(=O)CN(C)C(=O)c2cc([N+](=O)[O-])ccc2Sc2ccccc2)cc1OCC	2.3
COc1cc(C(=O)Nc2ccc3c(c2)C(=O)c2ccccc2C3=O)cc(OC)c1OC	2.7
O=c1[nH]c(=O)c2cc3ccccc3nc2[nH]1	-108.7
CCCCn1c(N)c(N(CC(C)C)C(=O)c2cccc(S(=O)(=O)N(CC)c3ccccc3)c2)c(=O)[nH]c1=O	-4.5
O=C(c1ccco1)N1N=C(c2ccccc2O)CC1c1cccs1 (stereo not given)	1.7
O=S1(=O)CCN(C2CCCCCCC2)CC1	4.0
CCCCCCCCN1C(=O)[C@H](CC(=O)NCC2CCCCC2)C[C@@]2(C(=O)OC)CCCCC=C12	0.4
COc1ccc(-c2ccc(C(=O)NCC3CCOCC3)c3occc23)c(C)c1	0.0
Cc1cc(C)c(C(O)c2ncc(-c3cccc4ccccc34)[nH]2)c(C)c1 (stereo not given)	1.4
COc1ccc(NC(=O)C2(C)CCN2C(=O)CC2CCCC2)cc1OC (stereo not given)	2.5
CCc1nc2c(OCC3CCCCC3)cccn2c1N(C)C(=O)c1ccc(OC)cc1	2.2
COc1ccccc1-c1cc(C(F)(F)F)nc(S(=O)(=O)CCCC(=O)Nc2cccnc2Cl)n1	1.3
Cc1nc(Cl)sc1C(=O)Nc1cccc(C(F)(F)F)c1	-5.6
CNC(=O)OCc1ncn(-c2ccccc2)c1COC(=O)NC	0.9
CC1(C(=O)N2Cc3ccccc3C2)CCN1C(=O)C1(c2ccc(Cl)cc2)CC1 (stereo not given)	-0.8
Cc1cc(OCC(=O)Nc2nccs2)c2c(C)c(C)c(=O)oc2c1	0.2
CC(C)(C)NC(=O)C1C(c2ccc(C(F)(F)F)cc2)=Nc2ccccc2N1C(=O)c1cccc2ccccc12 (stereo not given)	3.0
Cc1cccc(C)c1-n1nnnc1-c1nc2cc(Br)ccc2[nH]c1=O	-25.7
O=Cc1nccc2ccccc12	-3.7
CCCn1c(=S)[nH]c2cc(C(=O)N3CCN(C)CC3)ccc2c1=O	1.9
COc1ccc(-c2nc3cc(C)c(Br)c(C)n3c2Cc2cccc(F)c2)cc1OC	-1.1
COc1cccc(NS(=O)(=O)c2ccc3c(c2)C2C=CCC2C(c2ccc(C(=O)O)cc2)N3)c1 (stereo not given)	-18.7
O=c1cc(C2CCCCC2)[nH]c(=O)[nH]1	1.0
COc1ccc(Nc2nc(C)c(-c3ccccc3)s2)cc1	1.7
COc1cc(NC(=O)COc2ccc([N+](=O)[O-])cc2)ccc1NC(=O)c1ccco1	1.6
CCCCN1CC(COCc2ccccc2)Oc2cccc(Oc3ccc(F)cc3)c2S1(=O)=O (stereo not given)	0.6
COc1ccc(N/C(N)=N/c2nc(C)cc(C)n2)cc1	1.3
Oc1cccc(-c2ccc3nccn3c2)c1	-12.1
COc1ccc(CCc2ccc3ccccc3n2)cc1	-1.1
CCOC(=O)[C@]12CCCC=C1N(Cc1ccco1)C(=O)[C@H](CC(=O)NCCCOC)C2	1.5
O=C(c1cc(C2CCCCN2C(=O)CCCc2ccccc2)on1)N1CCOCC1 (stereo not given)	0.4
COc1cc2ccc(C(C)=NNC(N)=S)cc2cc1OC	3.3
O=C(Nc1ccc(N2CCOCC2)c(Cl)c1)c1ccc([N+](=O)[O-])o1	1.1
COc1cc(CNC(=O)Nc2nnc([C@@H]3C[C@H](O)[C@@H](CO)O3)s2)cc(OC)c1OC	-4.3
CCCCC[C@@H](C)N1C[C@@H](COCc2ccccc2)Oc2cc(N3CCC[C@@H]3COC)ccc2S1(=O)=O	-1.8

Four entries already listed, arranged by their value in SENP1 FRET inh, smallest number first.
structure,SENP1 FRET inh
Oc1cccc(-c2ccc3nccn3c2)c1,-12.1
CCCCN1CC(COCc2ccccc2)Oc2cccc(Oc3ccc(F)cc3)c2S1(=O)=O (stereo not given),0.6
O=C(Nc1ccc(N2CCOCC2)c(Cl)c1)c1ccc([N+](=O)[O-])o1,1.1
COc1ccc(N/C(N)=N/c2nc(C)cc(C)n2)cc1,1.3

More structures.
SMILES	SENP1 FRET inh
COC(=O)C[C@@H]1CC[C@@H](NS(=O)(=O)c2ccc(OC)cc2)[C@@H](CO)O1	-0.6
Cc1cc(C)n2nc(SCC(=O)NC3(C#N)CCCCC3)nc2n1	0.3
COC(=O)[C@@]1(Cc2ccc(OC)cc2)[C@H]2c3cc(C(=O)N4CCCC4)n(CCN4CCOCC4)c3C[C@H]2CN1C(=O)c1ccccc1	-1.8
Cc1nc2c(OCc3ccc(C(F)(F)F)cc3)cccn2c1N(C)C(=O)CCC1CCCC1	-1.9
O=C(c1ccc2c(c1)OCO2)N1CCCC(c2ccccc2)C1 (stereo not given)	2.8
O=C(C[C@H]1CC[C@@H]2[C@H](COC[C@H](O)CN2Cc2cccc(C(F)(F)F)c2)O1)NCCc1ccccc1	-1.0
COc1cc(N(C(C)=O)c2ccc(O)c(C(=O)O)c2)c2ncccc2c1	2.7
COc1ccc(C=NNC(=O)CCCCC(=O)NN=Cc2ccc(OC)cc2)cc1	1.9
COc1ccc(NC(=O)Nc2ccc3c(c2)C(=O)N([C@H](C)CO)C[C@H](C)[C@@H](CN(C)Cc2ccc(Cl)c(Cl)c2)OCCCC[C@@H](C)O3)cc1	0.1
Cc1ccc2cc(F)ccc2n1	-0.9
O=C(Nc1ccc(C(=O)N2CCCC2)cc1)C1CC1	1.2
Nc1ccc(S(=O)(=O)c2cc(O)c3ccccc3c2O)cc1	0.7
O=C(O)c1sccc1S(=O)(=O)N1CCCCC1	1.0
CC1(C(=O)O)CCN1C(=O)c1cccc(OC(F)(F)F)c1 (stereo not given)	2.4
N#Cc1ccccc1OCc1cn(CC(=O)c2ccc(O)cc2)nn1	-1.8
C#CCOCCOCCOCCNc1nc(N2CCOCC2)nc(N2CCN(C(=O)[C@H](Cc3ccc(O)cc3)n3cc(CCO)nn3)CC2)n1	0.7
CC(=O)Nc1ccc(CNc2nc(NCc3cccs3)nc3ccsc23)cc1	-1.7
CC(C)(C)OC[C@H](NC(=O)c1[nH]cnc1C(=O)Nc1ccccc1F)C(=O)OC(C)(C)C	-0.1

Retrieved one by one from the entries so far (five):
SMILES	SENP1 FRET inh
C#CCOCCOCCOCCNc1nc(N2CCOCC2)nc(N2CCN(C(=O)[C@H](Cc3ccc(O)cc3)n3cc(CCO)nn3)CC2)n1	0.7
CC1(C(=O)O)CCN1C(=O)c1cccc(OC(F)(F)F)c1 (stereo not given)	2.4
N#Cc1ccccc1OCc1cn(CC(=O)c2ccc(O)cc2)nn1	-1.8
CC(C)(C)OC[C@H](NC(=O)c1[nH]cnc1C(=O)Nc1ccccc1F)C(=O)OC(C)(C)C	-0.1
O=C(O)c1sccc1S(=O)(=O)N1CCCCC1	1.0

Source: PubChem BioAssay (Sanford-Burnham Center for Chemical Genomics)
